eLon inh: inhibitors of E. coli Lon protease, primary screen, biochemical, fluorescence polarization; 360,000 compounds, 0.42% hits; inhibition, % at 7.94 µM; AID 602123, 2011; P0A9M0; purified E. coli Lon protease; in the data active means inhibition above about 13%, passing the limit was not always enough;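 further: 0% = enzyme with probe and DMSO and 100% = no enzyme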
Target sequence (P0A9M0 whole entry, looked up): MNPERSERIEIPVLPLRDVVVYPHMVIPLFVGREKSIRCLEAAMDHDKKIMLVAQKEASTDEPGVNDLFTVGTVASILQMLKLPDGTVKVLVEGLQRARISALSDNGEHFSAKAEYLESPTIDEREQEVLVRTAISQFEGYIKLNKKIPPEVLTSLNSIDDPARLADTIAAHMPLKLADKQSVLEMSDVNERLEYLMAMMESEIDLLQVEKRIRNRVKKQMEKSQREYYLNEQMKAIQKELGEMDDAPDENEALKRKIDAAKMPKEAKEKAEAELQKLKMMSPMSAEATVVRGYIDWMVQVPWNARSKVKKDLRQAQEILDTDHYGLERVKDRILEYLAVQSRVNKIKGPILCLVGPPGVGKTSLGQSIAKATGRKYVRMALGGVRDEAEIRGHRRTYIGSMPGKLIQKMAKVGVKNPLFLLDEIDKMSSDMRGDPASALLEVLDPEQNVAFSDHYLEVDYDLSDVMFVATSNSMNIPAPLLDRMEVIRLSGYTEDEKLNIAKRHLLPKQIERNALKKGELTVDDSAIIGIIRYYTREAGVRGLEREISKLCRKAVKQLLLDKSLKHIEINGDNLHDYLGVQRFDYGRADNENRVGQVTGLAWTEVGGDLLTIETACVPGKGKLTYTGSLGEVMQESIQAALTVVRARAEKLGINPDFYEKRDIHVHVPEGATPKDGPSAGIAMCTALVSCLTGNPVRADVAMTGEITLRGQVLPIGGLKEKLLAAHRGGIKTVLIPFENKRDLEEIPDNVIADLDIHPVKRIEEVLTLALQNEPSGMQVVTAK
MsrA inhibitor: bovine MsrA enzyme inhibitors, primary screen, biochemical, absorbance, HTS. purified bovine MsrA, absorbance read-out. inhibition, % at 15.5 µM. 360,000 compounds, 0.75% hits. AID 651718, 2012. Methionine sulfoxide reductase A (Bos taurus); in the data active means inhibition above about 4.5%;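 further: 0% = vehicle wells with enzyme and 100% = reference inhibitor wells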
Neddyl block: inhibitors of cullin neddylation, primary screen, biochemical, TR-FRET, uHTS, NAE and Ubc12 | NEDD8-conjugating enzyme Ubc12 (Homo sapiens) + NEDD8-activating enzyme E1 regulatory … | calls only at 25 µM | 360,000 compounds, 0.58% hits | AID 651699, 2012; in the data active means inhibition above about 36%
Rin1 Abl inh: inhibitors of Rin1-Abl protein binding, primary screen, biochemical, TR-FRET; Tyrosine-protein kinase ABL1 (Homo sapiens) + Ras and Rab interactor 1 (Homo sapiens), …; inhibition, % at 7.35 µM; 360,000 compounds, 0.4% hits; AID 588664, 2011; in the data active means inhibition above about 5%, passing the limit was not always enough
SKN-1 block: suppressors of acrylamide-induced Pgst-4::GFP reporter in worms, primary screen, SKN-1 inhibitor project, whole organism, uHTS, GFP/RFP fluorescence ratio, strain VP596. C. elegans VP596 Pgst-4::GFP/RFP ratio, 24 h. inhibition, % at 21.8 µM. 360,000 compounds, 0.49% hits. AID 624304, 2012;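 active means interference check ratio from 0.5 to 1.5 plus GFP to RFP signal ratio inhibition reaching or exceeding a fixed threshold, cut at about 30% in these data, passing the limit was not always enough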; further: some compounds called inactive have numbers as strong as hits
bovine MsrA act: bovine MsrA enzyme activators, primary screen, biochemical, absorbance, HTS | purified bovine MsrA, absorbance read-out | activation, % at 10.6 µM | 360,000 compounds, 0.3% hits; in the data active means activation above about 7.5%;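 further: 0% = vehicle and 100% = reference activator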
FAS-TE inh: FAS thioesterase domain inhibitors, primary screen, biochemical, fluorescence intensity, uHTS | recombinant FAS-TE, OMFH fluorogenic substrate, fluorescence endpoint | 360,000 compounds, 0.67% hits | inhibition, % at 15 µM;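 active means compounds whose normalised, plate-corrected inhibition of enzyme fluorescence in the single-dose primary screen is 50% or more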;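 further: 0% = DMSO with enzyme and 100% = substrate without enzyme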
CendR NRP1 mod: modulators of CendR peptide binding to NRP-1, primary screen, biochemical, fluorescence polarization, uHTS; Neuropilin-1 (Homo sapiens), O14786; FAM-RPARPAR peptide binding to NRP-1; inhibition, % at 25 µM; 360,000 compounds, 0.85% hits;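 active means inhibition or corrected inhibition above about 18%, plus a signal ratio from 0.5 to 1.5, limit read from the data, passing the limit was not always enough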; further: strong numbers were not always called active
MT1-MMP act inh: blockers of MT1-MMP proenzyme processing, primary screen, HT1080 RFP-PRO-GFP cells, GFP/RFP fluorescence. AID 651647, 2012. GFP/RFP ratio change, % at 20 µM. GFP/RFP ratio fluorescence, overnight; percent of plate control window, DMSO zero. 360,000 compounds, 0.061% hits. Matrix metalloproteinase-14 (Homo sapiens), P50281;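 active means GFP/RFP ratio change of at least 30% with cell ATP level not reduced by more than half and red fluorescence within 50% of control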; further: strong numbers were not always called active
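Compound: 20 µM single dose, 1% DMSO / System: HT1080 RFP-PRO-GFP cells / Controls: DMSO and RFP-L50D-GFP cell wells / Read-out basis: GFP/RFP fluorescence ratio / Schedule: overnight compound exposure at 37 °C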
The depositor's hits bear a star; i = inactive; x = not tested or not shown; + = active, no number.

SMILES	eLon inh	MsrA inhibitor	Neddyl block	Rin1 Abl inh	SKN-1 block	bovine MsrA act	FAS-TE inh	CendR NRP1 mod	MT1-MMP act inh
COCCN(Cc1ccc(C)cc1)C(=O)[C@H]1O[C@@H](n2ccc(N)nc2=O)[C@H](O)[C@@H]1O	-1.6	-1.1	i	3.4	6.6	-3.8	-7.6	6.6	5.7
Cc1ccc(NC(=O)COC(=O)/C=C/c2ccc(Br)o2)cc1S(=O)(=O)N(C)C	-1.3	0.3	i	2.9	10.6	-2.5	21.6	-2.0	0.1
O=C(Nc1nc2ccccc2[nH]1)C1CCN(C(=O)c2ccc(F)cc2)CC1	4.8	-0.9	i	1.5	8.7	-10.7	-6.7	-2.7	-4.4
O=C(COc1ccc(Cl)cc1)Nc1ccc(Cc2ccncc2)cc1	3.2	0.8	i	-3.2	3.6	1.7	8.4	-7.5	1.5
COc1cccc(CNC(=O)c2ccc3c(c2)S(=O)(=O)N=C2CCCCCN23)c1	2.2	-1.3	i	2.7	-4.0	-2.8	-4.8	-4.2	-0.8
CCN(CC)S(=O)(=O)c1ccc(OC)c(NC(=O)CSc2ccccc2)c1	2.4	0.0	i	-1.0	6.7	-9.9	6.0	-70.7	-0.5
CCC(C(=O)O/N=C(\N)c1cccc(C)c1)c1ccccc1 (stereo not drawn)	-8.0	0.6	i	-5.5	15.6	-9.0	2.3	-5.3	-6.3
COc1ccccc1C(=O)NCCC(=O)Nc1nc2ccccc2[nH]1	-13.9	-0.7	i	3.3	-5.3	-3.9	-3.6	1.2	-4.9
CCC(CC)CN1CCN=C1N(C)C	-0.7	-0.3	i	2.6	4.1	-0.2	-10.8	7.5	3.3
CCOc1ccc(CCNC(=O)COC(=O)Cc2c[nH]c3ccccc23)cc1OCC	8.0	-1.3	i	-1.5	-1.1	0.2	-1.2	-4.9	-4.9
Cc1cc(C)cc(NC(=S)N2CCC(N(C)CC3CCCO3)CC2)c1 (stereo not drawn)	5.6	-0.2	i	-2.1	-7.2	-3.3	-4.6	-4.5	0.4
Cc1cc(C)nc(Nc2nc3ccccc3o2)n1	-3.7	-0.2	i	-1.2	-7.4	0.0	-3.8	5.1	-6.8
COc1ccnc(Oc2ccccc2)c1C(N)=O	2.6	0.6	i	-0.3	4.8	-2.9	-2.7	7.1	0.2
CC(C)OC(=O)CSc1nnc(-c2ccc(O)cc2)n1Cc1ccccc1	-6.8	1.4	i	-2.3	14.7	-4.8	-4.3	-1.4	4.1
COc1ccc(N(CC(=O)N2CCN(Cc3ccc4c(c3)OCO4)CC2)S(=O)(=O)c2ccc(F)cc2)cc1	5.1	0.8	i	1.6	2.6	-1.0	12.0	-5.8	-2.7
CC12CN3CC(C)(CN(C1)C3c1ccc(Br)cc1)C2 (stereo not drawn)	-6.3	0.4	i	-2.4	-2.7	-4.0	-5.4	-0.3	-6.6
C/C=C/c1ccc(OCC(O)CN2CCCCC2CC)c(OC)c1 (stereo not drawn)	-10.9	0.2	i	-0.2	6.5	0.6	-3.2	-6.2	1.9
Cc1c(NS(=O)(=O)c2ccc(C(=O)N(C)Cc3cccc(Cl)c3Cl)cc2)c(=O)n(-c2ccccc2)n1C	-6.9	-0.8	i	4.1	4.2	-8.2	13.8	-0.9	-0.2
COc1ccc(Nc2nc(=O)[nH]nc2C)cc1	-1.1	0.8	i	5.2	-1.0	-5.9	-8.6	21.7	1.0
C(=N\Nc1ccccn1)/c1c[nH]c2ccccc12	4.7	1.4	i	0.9	2.3	-3.5	3.6	-11.7	7.4
CCCN1C(=O)C2(/C(=C(\O)c3ccc4c(c3)OCCO4)C(=O)C(=O)N2CCCOC)c2ccccc21 (stereo not drawn)	6.3	x	i	-3.4	10.4	-4.6	-7.9	-9.0	-3.4
COc1ccc(CNC(=O)C(=O)NCC2OCCN2S(=O)(=O)c2ccc(OC)cc2)cc1 (stereo not drawn)	-6.6	0.1	i	-1.1	6.5	-1.8	0.9	18.4	1.2
Cc1cccc(C)c1NC(=O)COc1ccccc1C(=O)Nc1ccc(Br)cn1	-10.8	-0.8	i	-98.0	4.4	-4.2	-10.3	-10.8	3.0
Cc1cnc(NC(=O)c2cc(S(=O)(=O)N(C)C)ccc2N2CCCC2)s1	5.0	1.8	i	0.2	3.8	-6.0	2.7	-5.0	-4.0
Cc1cc2oc(=O)cc(-c3cc4ccccc4o3)c2cc1O	4.5	6.5*	i	0.9	0.7	-4.5	4.6	22.2	-4.8
CCOc1ccc(N(CC(=O)N2CCCC2)S(=O)(=O)c2c(C)noc2C)cc1	-0.6	0.0	i	-0.9	-7.7	5.0	-4.6	1.7	-2.0
NC(=O)Cc1cn(-c2ncc(C(F)(F)F)cc2Cl)c2ccccc12	-2.2	1.6	i	0.9	-24.8	-4.9	-2.8	-13.4	0.8
CCOc1ccc(CCNC(=O)c2cc3sc(Cl)cc3n2C)cc1OCC	-1.3	0.2	i	1.4	-8.5	-7.1	17.4	-4.6	0.2
COc1cc(NC(=O)c2cc(-c3ccco3)on2)c(OC)cc1Cl	-9.9	0.7	+	1.5	8.0	0.8	-4.2	-4.7	-4.3
CN1c2ccccc2Oc2nnc(Cl)cc21	8.3	1.7	x	-0.7	-1.8	1.3	-7.7	1.5	2.3
N#Cc1ccc(CN2CCN(C(=O)c3cccc(S(=O)(=O)N4CCCCCC4)c3)CC2)cc1	1.0	-0.7	i	0.2	15.2	-1.6	10.1	14.1	-6.6
COC(=O)c1ccc(COC(=O)C2CCN(S(=O)(=O)c3c(C)cc(C)cc3C)CC2)o1	1.0	-0.2	i	4.9	9.4	-5.9	29.2	-8.9	-0.8
O=C(Nc1ccccc1)Nc1nnc(-c2ccccc2)o1	5.1	-0.2	i	-4.2	17.4	1.0	-3.2	40.2*	-1.4
COc1cc(NC(=S)N2CCCC2)cc(OC)c1	6.0	-0.5	i	0.2	6.6	-1.9	-4.8	-5.9	0.8
Cc1cc(F)ccc1S(=O)(=O)Nc1ccccc1C(=O)Nc1ccc2[nH]c(=O)[nH]c2c1	-2.6	2.4	i	2.0	16.5	-6.2	9.2	-16.4	5.2
CN(C)/C=C/c1[nH]c(=O)[nH]c(=O)c1[N+](=O)[O-]	-4.4	-0.7	i	1.6	-3.4	-5.0	-4.9	1.4	3.5
CC(=O)N1CCN(CC(O)COc2ccc(S(=O)(=O)N3CCOCC3)cc2)CC1 (stereo not drawn)	5.1	-0.8	i	0.4	17.6	-1.5	-8.4	5.5	2.9
CC(C)c1ccc(/C=N/NC(=O)C2CCCC2)cc1	-7.4	1.2	i	-1.0	19.1	-3.5	14.2	7.7	0.1
COc1ccc(CNC(=O)CN2C(=O)NC(c3ccccc3)(c3ccccc3)C2=O)cc1OC	-2.8	1.3	i	3.1	10.4	-6.6	0.5	-9.5	2.0
CCc1nc2ccccc2n1CC(C)C(=O)O (stereo not drawn)	1.6	-0.2	i	-2.5	9.2	-8.7	-6.7	-3.3	-3.0
Fc1ccc(-c2cc(C(F)(F)F)nc(N3CCCCC3)n2)cc1	-0.8	1.2	i	2.0	-0.1	-4.0	11.8	4.1	-0.7
Cc1cccc(-n2c(N)cc(=O)nc2SCC(=O)Nc2nnc(C)s2)c1	-5.7	-0.1	i	0.3	13.5	-1.5	-5.3	1.6	4.1
Nc1nc(CSc2ncn(-c3ccccc3)n2)cs1	-6.0	x	i	0.7	22.1	-2.1	-7.4	-6.1	3.4
CC12CCC(C/C1=N\N=C1\NC(=O)/C(=C\c3cccc(Br)c3)S1)C2(C)C (stereo not drawn)	-9.7	1.0	i	-1.2	2.6	7.2	20.6	14.5	-1.5
CC(CCc1ccccc1)NC(=O)COC(=O)c1cccs1 (stereo not drawn)	-3.2	0.3	i	0.9	5.4	-3.0	0.4	-2.3	2.1
Cn1cc(SCC(=O)O)c2ccccc21	-4.5	1.0	i	1.1	-11.6	-4.7	-7.9	-5.5	-1.2
CCN(CC)S(=O)(=O)c1ccc(N2CCOCC2)c(NS(=O)(=O)c2cccs2)c1	-15.0	0.2	i	5.7	-1.5	-3.0	-2.3	-13.0	-3.1
CC(CCc1ccccc1)NC(=O)c1ccc(Br)o1 (stereo not drawn)	-2.6	-1.1	i	-1.3	1.8	-5.3	2.7	2.2	-3.4
COc1ccc(C2CC(c3ccc(C(F)(F)F)cc3)=NN2c2ccc(S(N)(=O)=O)cc2)cc1 (stereo not drawn)	1.1	2.3	x	1.0	14.8	1.1	24.1	-15.5	-0.5
CCCC(=O)Nc1sc(C)c(C)c1C(=O)Nc1cccc(C)c1	-2.7	-0.9	i	2.5	17.6	-1.3	15.2	3.6	2.0
O=C(CCNS(=O)(=O)c1cccc2nsnc12)NCc1ccccc1	4.7	1.0	i	4.7	2.5	-2.2	-4.0	5.5	-3.4
O=C(CC[C@H]1O[C@@H](n2ccc(=O)[nH]c2=O)[C@H](O)[C@@H]1O)N[C@H](Cc1ccccc1)C(=O)NCc1cccs1	-11.4	-0.1	i	3.7	-2.4	-5.9	-9.4	-3.2	0.5
CCOC(=O)CN1C(=O)Nc2ccc(Br)cc2C1c1ccccc1 (stereo not drawn)	-4.0	0.2	i	5.9	-10.5	-3.7	2.0	-9.1	-3.3
CN1CCN(CCC(=O)N/N=C/C=C2\N(C)c3ccccc3C2(C)C)CC1	-0.8	4.8*	i	-1.3	22.6	-4.2	-8.7	-30.5	-6.2
CC(C)(C)C(=O)Cn1c(NCCO)nc2ccccc21	-10.1	0.3	i	-3.3	-1.5	-5.8	-6.3	2.5	3.0
CC(C)Cn1cnc2c(SCCc3ccccc3)nc(N)nc21	-10.7	0.6	i	4.8	1.3	-1.6	6.0	13.6	1.7
Cc1c(NC(=O)CN2C(=O)NC3(CCCCC3C)C2=O)cccc1[N+](=O)[O-] (stereo not drawn)	0.7	-0.8	i	-0.7	1.6	-2.4	0.0	-2.0	0.0
O=C1CC(Sc2nnnn2-c2ccccc2)C(=O)N1c1cccc(Cl)c1 (stereo not drawn)	-11.1	-0.6	i	-4.7	-1.6	-0.7	7.2	-2.4	4.5
CCCCN(C(=O)c1cnc2n(c1=O)CCS2)c1ccccc1	-0.9	1.6	i	-4.7	-2.6	-3.2	-6.3	-7.3	-3.8
CCn1c(=O)c(C(=O)CN2CCCc3ccccc32)c(N)n(Cc2ccccc2)c1=O	-32.7	0.0	i	-3.5	10.6	-1.2	-27.4	113.8	-209.1

Some of these compounds in order of number of heavy atoms, largest number first.
SMILES	eLon inh	MsrA inhibitor	Neddyl block	Rin1 Abl inh	SKN-1 block	bovine MsrA act	FAS-TE inh	CendR NRP1 mod	MT1-MMP act inh
COc1ccc(N(CC(=O)N2CCN(Cc3ccc4c(c3)OCO4)CC2)S(=O)(=O)c2ccc(F)cc2)cc1	5.1	0.8	i	1.6	2.6	-1.0	12.0	-5.8	-2.7
CC(C)OC(=O)CSc1nnc(-c2ccc(O)cc2)n1Cc1ccccc1	-6.8	1.4	i	-2.3	14.7	-4.8	-4.3	-1.4	4.1
CC(C)c1ccc(/C=N/NC(=O)C2CCCC2)cc1	-7.4	1.2	i	-1.0	19.1	-3.5	14.2	7.7	0.1

Compound activity (PubChem)
